# Screens deposited in PubChem BioAssay by Broad Institute.
# ARNT-TACC3 inh: disrupts binding between human ARNT and TACC3; AlphaScreen His-ARNT PAS-B/GST-TACC3 binding, luminescence; TACC3 fragment carries E629A point mutation; inhibition, % at 9.99 µM; 0.66% of 390,000 active; Q9Y6A5;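 active = mean inhibition of replicates at least 50% and at least half of replicates each reaching 50%; inconclusive = half or more replicates reach 50% but mean below 50%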;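 note: 0% = complete ARNT plus TACC3 wells and 100% = ARNT alone without TACC3; many hits fall short of the cut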
# GSIS activator: primary screen for activators of insulin secretion dependent on glucose, INS-1E cells, GLuc reporter luminescence. INS-1E GLuc reporter insulin secretion, 2-3 h. activation, % at 16.6 µM. 0.61% of 370,000 active. AID 743287;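 active = lowest replicate activation of at least 40%, so every replicate reaches that level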;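 note: 0% = median of neutral control wells and 100% = median of IBMX positive control wells; some compounds called inactive have numbers as strong as hits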
# EWS-Fli inh: inhibitors of EWS/Fli oncoprotein transcriptional activity; A673 NR0B1-luciferase reporter, viability-normalised; inhibition, % at 12.6 µM; 0.67% of 350,000 active; AID 651661;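 active = mean inhibition of at least 50% after viability correction, with every replicate also passing that limit; inconclusive = mean reaches 50% but only one of two replicates passes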;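 note: firefly luciferase signal divided by Alamar Blue viability fluorescence both relative to DMSO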
# DENV2 CPE: protects cells from dengue virus 2 cytopathic effect; 1.7% of 350,000 active; DENV2-infected cells, cytopathic effect rescue, plate reader; CPE inhibition, % at 9.99 µM; in the data active = CPE inhibition above about 20%, passing the limit was not always enough; inconclusive = no clear call, values can overlap the other calls; tested in BHK-21 cells;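 note: 0% = median of neutral control wells and 100% = median of positive control wells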
# Xi reactivation: activators of X-chromosome reactivation in mouse fibroblasts; AID 743238; XiGFP mouse fibroblasts, % GFP-positive cells imaging, 3 d; cells co-treated with 5-aza-dC sensitizer; scaled so ellipticine positive control = 100%; 0.055% of 360,000 active; activation, % at 7.58 µM;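 active = mean normalized replicate activation at least 10% and every replicate at or above 10%; inconclusive = only one of the two criteria met; inactive = mean below 10% and not all replicates reach 10%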;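 note: 0% = median of on-plate neutral control wells and 100% = ellipticine 6 µM median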
#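 System: 68-5-11 XiGFP fibroblast line | Buffer or medium: DMEM containing 5-aza-dC | Compound: Single point | Times: Compounds 3 days, fix/stain 15 min at room temperature | Benchmarks: Positive control ellipticine, 6 µM final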
# PAX8 inh HTS: lowers PAX8-driven luciferase in RMG-I cells; RMG-I TPO-luciferase reporter, SteadyGlo, 24 h; inhibition, % at 12.6 µM; 1.2% of 360,000 active; AID 652154;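 active = mean replicate inhibition at least 60% with every replicate also reaching 60%; inconclusive = only one of the two criteria is met; inactive = mean below 60% and not all replicates reaching 60%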;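 note: luciferase light reporting Pax8 driven TPO promoter activity; plate controls were median of neutral control wells for no effect and mitoxantrone controls for full effect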
# CFTR F508del cor: correctors of CFTR F508del function in bronchial epithelial cells. CFBE cells, YFP halide quenching; stimulated with forskolin plus potentiator P3; % fluorescence drop versus neutral controls. AID 720511. activity (quench increase), % at 7.58 µM. 0.36% of 350,000 active;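 active = mean added fluorescence quench of at least 8% versus neutral control, with both replicates also reaching 8%; inconclusive = only one of the mean or replicate conditions met; inactive = mean below 8% and not both replicates reaching 8%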;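 note: cells transiently co-express mutant CFTR-F508del with the halide-sensitive YFP; corrector assay measuring rescue of mutant channel to the surface after 24 h compound exposure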
# ERp5 block: ERp5 (human) disulfide isomerase inhibition. ERp5 insulin aggregation, absorbance 650 nm, 90 min. 0.05% of 350,000 active. Q15084. inhibition, % at 9.99 µM;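 active = mean replicate inhibition above about 25%, with every replicate also reaching it, limit read from the data, passing the limit was not always enough; inconclusive = only one of those two criteria met; inactive = neither criterion met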
# Target sequence (Q15084 whole entry, looked up): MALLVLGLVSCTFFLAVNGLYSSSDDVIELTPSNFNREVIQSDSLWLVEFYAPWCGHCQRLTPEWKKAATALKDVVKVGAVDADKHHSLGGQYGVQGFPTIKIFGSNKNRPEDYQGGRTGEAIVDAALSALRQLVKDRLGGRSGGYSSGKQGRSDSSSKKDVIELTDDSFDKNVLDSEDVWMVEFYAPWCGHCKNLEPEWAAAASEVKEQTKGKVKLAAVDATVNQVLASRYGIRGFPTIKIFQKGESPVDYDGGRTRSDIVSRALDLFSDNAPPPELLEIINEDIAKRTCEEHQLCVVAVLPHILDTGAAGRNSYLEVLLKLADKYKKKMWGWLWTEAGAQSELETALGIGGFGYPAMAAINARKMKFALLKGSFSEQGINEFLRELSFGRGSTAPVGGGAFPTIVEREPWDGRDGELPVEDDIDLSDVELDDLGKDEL
# Active calls of the source: *; u = inconclusive; x = no result given; & = joins results of further samples. No enrichment for hits. About 4.2% of those tested had a hit in this group.
SMILES,ARNT-TACC3 inh,GSIS activator,EWS-Fli inh,DENV2 CPE,Xi reactivation,PAX8 inh HTS,CFTR F508del cor,ERp5 block
CCCCNCCOCCOc1ccccc1-c1ccccc1,-3.7,1.5,x,x,0.3,-8.4,x,x
Cc1ccc(-c2ccc([C@@H]3[C@@H](CO)N4CCCCN(S(=O)(=O)c5ccccc5C)C[C@@H]34)cc2)cc1,-6.1,-0.2,-7.5,-12.2,0.0,0.8,-0.4,0.7
CC(C)OCCCNC(=O)C1CCN(S(=O)(=O)N2CCCC2)CC1,-3.6,-5.9,1.5,6.9,0.0,2.0,-1.6,-1.3
O=C1CC(c2ccccc2)CN1C(=O)c1cccnc1 (stereo not drawn),-3.5,24.5,5.3,-0.3,0.0,-3.5,-0.8,2.6
O=C(C[C@@H]1CC[C@H]2NC[C@@H](O)COC[C@@H]2O1)NCCc1ccncc1,12.3,7.3,-2.6,u,0.3,-18.5,0.2,x
CN(C)CC(=O)N[C@H]1CC[C@@H](CCn2cc(CN(C)C)nn2)O[C@@H]1CO,-36.7,5.0&5.1,4.7,-8.8,-0.5&-0.6,-5.0,1.0,0.2
CCCSc1ncc(Cl)c(C(=O)Nc2ccc(S(=O)(=O)Nc3ncccn3)cc2)n1,-3.2,0.7,-5.7,6.8,0.0,20.3,1.3,2.2
C/C(=N\NC(=O)C1CC1)c1cccs1,-1.2,26.7,x,x,0.0,-11.0,x,x
CCOC(=O)c1ccc(NC(=O)c2c(N)n(C)c(=O)[nH]c2=O)cc1,-4.3,4.4,-8.1,x,0.1,-52.5,2.3,x
O=C1NC[C@@H](c2ccccc2)OC(=O)[C@H](Cc2ccc(F)cc2)C/C=C\C[C@@H]1CC(=O)N(CCO)Cc1ccccc1,-8.6,-16.1,15.9,14.1,0.0,28.2,-2.1,7.0
CCc1nc2c(OCc3ccc(C(=O)N(C)C)cc3)cccn2c1N(C)C(=O)Nc1ccccc1OC,x,-0.1,6.2,-1.5,0.0,-1.5,-10.8,3.6
COc1ccc(CC(=O)Nc2cc(S(=O)(=O)Nc3ccc(OC)cc3)ccc2OC)cc1,1.5,1.5,11.1,-17.3,0.1,19.9,-3.7,1.3
COc1ccc(C(=O)Oc2ccc(-c3nnco3)cc2)cc1S(=O)(=O)N1CCOCC1,-21.6,-6.3,-4.8,3.2,0.6,-4.2,2.0,-0.2
CC(/C=N/N1CCN(c2ccccc2)CC1)=C\c1ccccc1,-3.1,0.1,-20.3,0.6,x,x,-1.0,4.9
COc1ccc(NC(=O)N/C=C/c2ccc(Cl)cc2)cc1,-1.6,2.2,-1.1,5.8,0.0,-16.6,-0.1,0.1
CNC(=O)NC(=O)CSc1ccc(S(=O)(=O)N(C)C2CCCCC2)cn1,-1.3,6.9,6.8,-3.6,0.3,-9.1,-1.6,3.2
C[C@H](CO)N1C[C@H](C)[C@H](CN(C)S(=O)(=O)c2ccc(Cl)cc2)Oc2ccc(NC(=O)Nc3ccc4c(c3)OCO4)cc2C1=O,-4.6,-18.3,4.9,29.2*,0.0,x,1.0,8.2
CCOc1ccc(C(=O)c2cc3ccc(O)cc3oc2=O)cc1,-0.1,4.5,2.1,0.1,0.1,21.6,1.3,0.1
COc1ccc(NC(=O)CN(C)CC(=O)Nc2cccc3ccccc23)c(OC)c1,-1.8,-3.0,3.4,8.6,0.2,6.3,5.4,0.5
O=C(CCC(=O)N1CCSc2ccccc21)NCc1ccccc1,1.7,-7.7,2.3,15.9,0.0,-8.7,2.7,-4.6
COCCNc1nc(NCc2cccc(OC)c2)c2sccc2n1,x,-6.7,6.1,-4.3,0.0,15.9,0.9,0.9
O=C(NCc1cccnc1)Nc1ccc(Cl)cc1,-1.6,-18.3,-10.9,15.4,0.1,-14.5,-3.3,3.0
O=C(C[C@H]1CC[C@@H]2[C@H](COC[C@H](O)CN2CC2CCOCC2)O1)NCC1CCCCC1,0.1,0.2,-0.1,u,0.2,3.2,-0.9,0.5
O=C(N/C(=C\c1cn(-c2ccccc2)nc1-c1ccc(Cl)cc1)C(=O)N1CCOCC1)c1ccccc1,x,12.0,x,3.5,0.0,-25.3,x,u
CC(C)Cn1c(SCC(=O)N(C)c2c(N)n(Cc3ccccc3)c(=O)[nH]c2=O)nc2ccccc21,-1.9,7.8,-1.5,0.7,0.4,x,-1.2,-3.1
CCOC(=O)Cc1csc(NC(=O)C(NC(=O)C2CCCCC2)C(C)C)n1 (stereo not drawn),-4.4,-8.9,-11.4,-2.7,-0.7,1.0,-0.3,4.0
COc1ccc(Cl)cc1CNC[C@H]1O[C@@H](n2ccc(N)nc2=O)[C@H](O)[C@@H]1O,x,11.0,-8.2,-6.0,0.2,-8.6,-2.7,6.8
COC(=O)C[C@H]1CC[C@H]2[C@@H](COc3ccc(NC(=O)c4cccc(Cl)c4)cc3C(=O)N2C)O1,x,-3.6,8.9,-7.0,-0.2,x,-3.6,3.2
COc1ccc(C(CNC(=O)c2cc3c(s2)CCC(C)C3)N2CCCC2)cc1 (stereo not drawn),12.3,-45.6,-7.4,1.5,-0.3,3.2,0.9,10.3
O=C(NCc1ccc2c(c1)OCO2)c1nc(Cn2cc(Br)cn2)no1,-2.6,-5.2,5.4,0.9,0.0,-4.7,1.2,-0.5
CCOC(=O)CCC(=O)Nc1ccc([N+](=O)[O-])cc1C,x,-1.4,0.3,1.0,0.2,-2.7,0.1,18.3
CC(=O)Nc1cccc(NC(=O)CSc2nnc(NC(=O)c3ccco3)s2)c1,-5.6,4.3,-5.6,u,-0.1,-8.4,0.2,-0.7
CNS(=O)(=O)c1cc(NC(=O)c2cccc3cccnc23)ccc1C,-1.7,-5.6,-38.7,-2.8,0.3,-9.2,0.1,2.7
O=C(NNC(=O)c1cc2ccccc2cc1O)NC1CCCCC1,x,1.2,3.0,6.7,0.0,4.5,-0.5,4.9
C[C@@H]1CN([C@@H](C)CO)S(=O)(=O)c2ccc(-c3cccnc3)cc2O[C@@H]1CN(C)C(=O)CN(C)C,0.1,20.6,-7.5,-4.9,-0.8,x,-0.2,-0.2
O=C(COc1ccc(Br)cc1)NNC(=O)c1ccc(-n2cncn2)c([N+](=O)[O-])c1,-11.1,-21.1,-5.8,0.6,0.0,0.5,-5.6,6.0
COc1ccc(N2C(=O)CC(N(Cc3ccco3)C(=O)CCC(=O)O)C2=O)cc1 (stereo not drawn),-5.9,10.6,0.0,x,0.7,-13.4,2.1,5.8
C[C@@H]1CN([C@H](C)CO)C(=O)c2cc(-c3ccncc3)cnc2O[C@H]1CN(C)C(=O)c1ccncc1,-4.9,-1.5,-9.9,4.2,0.1,x,-0.2,0.8
O=C(NCc1ccccc1)c1ccc(CS(=O)(=O)c2ccc(Br)cc2)o1,0.3,39.6,3.8,-3.9,0.0,-24.3,1.9,0.1
CC=Cc1ccc2n(c1=O)C[C@H]1[C@H](CO)[C@@H](C(=O)NCCc3ccncc3)[C@@H]2N1Cc1ccncc1 (mixture of isomers),0.4,9.9,0.3,4.3,0.2,-6.0,0.2,-4.7

# One compound at a time, as listed above. Order of screens: ARNT-TACC3 inh	GSIS activator	EWS-Fli inh	DENV2 CPE	Xi reactivation	PAX8 inh HTS	CFTR F508del cor	ERp5 block
# Entry for O=C1NC[C@@H](c2ccccc2)OC(=O)[C@H](Cc2ccc(F)cc2)C/C=C\C[C@@H]1CC(=O)N(CCO)Cc1ccccc1 : -8.6	-16.1	15.9	14.1	0.0	28.2	-2.1	7.0
# Entry for C[C@@H]1CN([C@@H](C)CO)S(=O)(=O)c2ccc(-c3cccnc3)cc2O[C@@H]1CN(C)C(=O)CN(C)C : 0.1	20.6	-7.5	-4.9	-0.8	x	-0.2	-0.2
# Entry for COc1ccc(CC(=O)Nc2cc(S(=O)(=O)Nc3ccc(OC)cc3)ccc2OC)cc1 : 1.5	1.5	11.1	-17.3	0.1	19.9	-3.7	1.3
# Entry for Cc1ccc(-c2ccc([C@@H]3[C@@H](CO)N4CCCCN(S(=O)(=O)c5ccccc5C)C[C@@H]34)cc2)cc1 : -6.1	-0.2	-7.5	-12.2	0.0	0.8	-0.4	0.7
# Entry for O=C(C[C@H]1CC[C@@H]2[C@H](COC[C@H](O)CN2CC2CCOCC2)O1)NCC1CCCCC1 : 0.1	0.2	-0.1	u	0.2	3.2	-0.9	0.5

# Next structures follow:
SMILES,ARNT-TACC3 inh,GSIS activator,EWS-Fli inh,DENV2 CPE,Xi reactivation,PAX8 inh HTS,CFTR F508del cor,ERp5 block
C[C@@H]1CN([C@@H](C)CO)C(=O)c2cc(NC(=O)C3CCCCC3)ccc2O[C@@H]1CN(C)S(=O)(=O)c1ccccc1,-35.2,-9.0,4.2,8.0,0.2,-0.1,-0.4,-4.4
O=C(CCn1c(=O)oc2cc(Cl)ccc21)Nc1ccc(O)cc1,-0.7,1.3,10.0,0.4,0.2,1.2,-0.2,-2.6
O=C(/C(=C/O)N=Nc1ccccc1)c1ccco1,8.1,-4.5,-4.3,-1.3,0.0,9.8,2.1,-4.5
N#Cc1ccc(Nc2nc(-c3ccccc3)c(C(=O)c3ccccc3)s2)cc1,x,-2.2,-19.6,9.2,x,-17.1,-2.2,3.8
CNC[C@H]1Oc2ccc(NS(=O)(=O)c3cn(C)cn3)cc2C(=O)N([C@H](C)CO)C[C@H]1C,1.5,7.4,2.9,7.8,-0.7,-14.9,-0.2,3.8
COc1ccc(CCNC(=O)COC(=O)c2cccn2C)cc1,-7.5,19.0,-7.6,-1.3,0.0,-18.7,0.8,2.1
C/C(=N\N(c1ccccc1)c1ccccc1)c1ccco1,0.6,-1.6,58.5*,-1.4,0.0,6.1,-0.8,-1.3
COc1cc(CCCN2C(N)=NC[C@@H]2c2ccccc2)cc(OC)c1OC,3.6,14.3,10.4,0.2,0.0,-3.2,-1.8,2.4
